# H9c2 TAG inh – triacylglycerol accumulation inhibition | H9c2 cells, Nile Red lipid (TAG) fluorescence; cells loaded with 200 µM oleic acid | inhibition, % at 12.5 µM | actives 0.66% (n = 230,000) | AID 651582;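 active = pattern-corrected inhibition of lipid staining of at least 50% with the nuclear-stain viability signal not falling by more than 50%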;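 also: 0% = DMSO wells and 100% = triacsin C control wells; some results filed as inactive read as strong as hits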
# H9c2 TAG inh DAPI viability – second read-out of H9c2 TAG inh, no call of its own (marks repeat the call); DAPI nuclei signal change (viability), lower = more cytotoxic, %;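 whole-well DAPI fluorescence read on a plate reader as a viability signal; minus 50 percent equals half of cells still viable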
# Starred values were filed as active, the others as inactive. A portion of the library; count on the stated rates, not on these rows.
SMILES,H9c2 TAG inh,H9c2 TAG inh DAPI viability
CCCC(c1nnnn1C(C)(C)CC)N1CCN(C2CCCC2)CC1 (stereo not given),12,0
CC(=O)c1c(C)[nH]c(C(=O)OCc2ccccc2F)c1C,-24,5
COc1cccc(SCc2noc(C(=O)NCc3ccccc3)c2C(=O)NCc2ccccc2)c1,11,-5
CCN(CC)S(=O)(=O)c1ccc(N/N=C/c2ccccc2OCC(=O)O)c([N+](=O)[O-])c1,16,-13
CCN1C(=O)[C@@H]2[C@H](C1=O)[C@@H]1C(=O)Nc3ccccc3C(=O)N1[C@@H]2c1ccc(OC)cc1,-28,1
O=C(CN(C(=O)c1ccccc1Cl)N1C(=O)CCCC1=O)c1ccc(Cl)cc1,3,5
Nc1nc(Nc2cccc(Cl)c2)nc(NCCO)c1[N+](=O)[O-],12,13
CCOc1c(C)cnc2c1c(=O)n(CC(=O)NCC1CCCO1)c(=O)n2C (stereo not given),-2,7
CC(=O)c1cccc(N=Nc2c(C)[nH]c3ccccc23)c1,0,6
CCOC(=O)c1nn(-c2ccc([N+](=O)[O-])cc2)cc1O,-5,7
COc1ccc(S(=O)(=O)N2CCCCC2)cc1NC(=O)Cn1cnc2c1c(=O)n(C)c(=O)n2C,8,1
CCN1CCCc2cc(CN(CCN3CCOCC3)C(=S)Nc3cccc(C)c3)ccc21,-15,2
N#Cc1nc(-c2ccco2)oc1NCc1ccc(F)cc1,6,1
COC(=O)/C=C/c1ccccc1CN1[C@@H](CC(=O)OC)c2ccccc2S1(=O)=O,-9,-1
CCOC(=O)N1CCC(Nc2c(-c3ccc(C)c(C)c3)c(=O)c2=O)CC1,-16,9
Cc1noc(C)c1NC(=O)N(C)C[C@@H]1Oc2ncc(Br)cc2C(=O)N([C@@H](C)CO)C[C@@H]1C,-3,11
CN(Cc1ccccc1)S(=O)(=O)c1ccc2[nH]c(=O)ccc2c1,-20,2
COC(=O)c1cccc(NC(=O)c2ccc(OC)c(Cl)c2)c1,-11,4
Cc1ccc(S(=O)(=O)N2CCCCC2)cc1NC(=O)C1CC(=O)N(Cc2ccco2)C1 (stereo not given),-8,3
CC(C)(C)NC(=O)CCSc1nnc(-c2ccco2)o1,4,-1
CNC(=S)NN=C(C)c1ccc(OC)cc1O,72*,-30*
Cc1[nH]c2ccccc2c1[C@H]1[C@@H](CC#N)C1(C)C,19,-10
N#Cc1cc2c(nc1SCC(=O)N1CCCCC1)CCCCC2,-1,6
O=C(O)c1ccc2noc(-c3ccccc3)c2c1,-2,2
CCOC(=O)c1c(C)[nH]c(C(=O)NNC(=O)c2ccccc2F)c1C,-17,7
Cc1ccc2c(O)c(Cc3ccccc3)c(=O)[nH]c2n1,-4,5
O=C(CN1C(=O)NC2(CCCCCCC2)C1=O)NCc1ccccc1,-3,-3
S=c1nc(-c2ccccc2)n(CCCn2ccnc2)c2c1CCCC2,-7,3
COc1ccccc1C(=O)NNC(=O)c1ccncc1,13,3
CCC12CN3CC(CC)(CN(C1)C3c1c(O)ccc3ccccc13)C2=O (stereo not given),-5,8
CCC(=O)OCC(=O)[C@@]1(OC(=O)CC)[C@@H](C)C[C@H]2[C@@H]3CCC4=CC(=O)C=C[C@]4(C)[C@@]3(Cl)[C@@H](O)C[C@@]21C,9,-12
Cc1ccc(S(=O)(=O)N2CCCOC2CNC(=O)C(=O)NC2CCCC2)cc1 (stereo not given),5,-1
CC1Cc2nc(SCC(=O)Nc3nc4ccccc4s3)n(C)c(=O)c2S1 (stereo not given),-14,9
O=C(Nc1cccc(Br)c1)c1ccc(CN2CCc3ccccc3C2)cc1,-7,9
CC(NC1CCCC1)c1ccccc1 (stereo not given),1,-2
O=C(Nc1cccc([N+](=O)[O-])c1)NC1CCS(=O)(=O)C1 (stereo not given),6,-11
CCOc1cc(C)c(S(=O)(=O)N2CCCC2)cc1C,-41,8
O=S(=O)(NC(=NC1CCCC1)C(F)(F)F)c1ccccc1,-5,-7
Cc1ccc(CSc2ncnc3c2cnn3-c2ccccc2)cc1,-51,9
COc1ccc(OC)c(C2C(C(N)=O)=C(C)Nc3nc(CCCO)nn32)c1 (stereo not given),0,-6
C[C@]12c3[nH]c4ccccc4c3CCN1C(=O)C(CC(=O)NCc1cccc(C(F)(F)F)c1)C[C@@H]2C(=O)N1CCOCC1 (stereo not given in full),0,-9
Cc1cc(C)c(S(=O)(=O)NCCOc2ccccc2)c(C)c1-n1cnnn1,6,-2
COc1cc([N+](=O)[O-])ccc1NC(=O)CCCOc1ccccc1,-14,5
O=C(COC(=O)/C=C/c1ccc(F)cc1)NC1CCCCCC1,-8,-3
CCN1C(=NCCOC)N[C@@H](c2cccc(C(F)(F)F)c2)C(C(=O)OC)=C1C,35,3

# The final seven records of the part before come first, to join the parts.
SMILES,H9c2 TAG inh,H9c2 TAG inh DAPI viability
Cc1ccc(CSc2ncnc3c2cnn3-c2ccccc2)cc1,-51,9
COc1ccc(OC)c(C2C(C(N)=O)=C(C)Nc3nc(CCCO)nn32)c1 (stereo not given),0,-6
C[C@]12c3[nH]c4ccccc4c3CCN1C(=O)C(CC(=O)NCc1cccc(C(F)(F)F)c1)C[C@@H]2C(=O)N1CCOCC1 (stereo not given in full),0,-9
Cc1cc(C)c(S(=O)(=O)NCCOc2ccccc2)c(C)c1-n1cnnn1,6,-2
COc1cc([N+](=O)[O-])ccc1NC(=O)CCCOc1ccccc1,-14,5
O=C(COC(=O)/C=C/c1ccc(F)cc1)NC1CCCCCC1,-8,-3
CCN1C(=NCCOC)N[C@@H](c2cccc(C(F)(F)F)c2)C(C(=O)OC)=C1C,35,3
O=C(CSc1nnc(CNC(=O)c2ccccc2F)o1)c1ccccc1,10,7
COc1ccc(C(=O)NCc2ccccc2)cc1S(=O)(=O)N1CCCc2ccccc21,-26,-1
Cc1ccnc(NS(=O)(=O)c2ccc(NC(=O)CSc3nc(-c4ccccc4)cc(=O)[nH]3)cc2)n1,2,-3
Cc1cccc(NC(=O)c2nc[nH]c2C(=O)N[C@@H](C)C(=O)OCc2ccccc2)c1,8,0
C/C(=N\NC(=O)Cn1nnc2ccccc21)c1ccco1,-4,4
COC(=O)c1ccc2c(=O)n(CCCCCC(=O)NCc3ccccc3)c(=O)[nH]c2c1,-21,-8
Cc1ccnc(NC(=O)C2CCN(S(=O)(=O)c3ccc(C)c(C)c3)CC2)c1,-14,-1
Cc1cccc(-n2ccnc2CN2CCN(C(C)C)C(CCO)C2)c1 (stereo not given),8,-3
COCCN=C1N[C@@H](c2ccc(Br)cc2)C(C(=O)OC)=C(C)N1Cc1ccccc1,16,5
CCCCn1c(N)c(N(CCC(C)C)C(=O)COC(=O)/C=C/c2ccc(F)cc2)c(=O)[nH]c1=O,-8,8
CCN1CCCC1CNC(=O)C(=O)NC(C)C (stereo not given),9,-2
CCOC(=O)Cn1c(=O)c(-c2cc(Br)ccc2N)nc2ccccc21,-37,-5
COc1ccc2nc(N(CCN(C)C)C(=O)/C=C/c3cccs3)sc2c1,24,7
COC(=O)c1cc(Br)c(=O)n(Cc2ccc(OC)c(OC)c2)c1,-23,0
Cc1c(C(=O)O)oc2ccc(S(=O)(=O)N3CCC(C)CC3)cc12,-5,3
COC(=O)c1ccc(NC(=O)COC(=O)C2CCC2)cc1,16,1
COc1cc(/C=N/N(C)C)cc(Br)c1O,6,3
CC1=N/C(=C/c2cccnc2)C(=O)O1,3,8
COc1cccc2c1OCC(C(=O)OCc1cccnc1)=C2,4,-6
COc1ccc(NC(=O)c2ccc(S(=O)(=O)N3CC(C)OC(C)C3)cc2)cc1 (stereo not given),2,-3
CCOC(=O)c1cc([N+](=O)[O-])sc1NC(=O)CC,-2,0
CC(C)OP(=O)(CCP(=O)(OC(C)C)OC(C)C)OC(C)C,1,1
CCCCN1C[C@H](C)[C@@H](CC(=O)NCc2ccccc2)C1=O,3,1
O=C1/C(=C\c2ccc(-c3ccccc3[N+](=O)[O-])o2)C(c2ccccc2)=NN1c1ccccc1,44,-13
Cc1ccc(NC(=O)CN2CCN(C(=O)c3ccco3)CC2)cc1S(=O)(=O)N(C)C,-4,-2
COc1ccccc1S(=O)(=O)CC(O)COc1ccc(F)cc1Cl (stereo not given),-28,18
CCOc1ccccc1NC(=O)c1nc[nH]c1C(=O)Nc1ccccc1OCC,2,44
C[C@H](NC(=O)c1nc[nH]c1C(=O)N[C@@H](CCCCN)C(=O)OC(C)(C)C)C(=O)OCc1ccccc1,9,8
COCCn1c(-c2ccccc2F)n[nH]c1=S,10,0
COc1cc(Cn2c(-c3nonc3N)nc3ccccc32)ccc1C,66*,-17*
Cc1ccccc1NS(=O)(=O)c1cc(C(=O)N2CCCC2)ccc1Cl,-2,9
Cc1ccc(C)c(CN2C(=O)c3ccccc3S(=O)c3ccc(C(=O)N4CCN(c5ccccn5)CC4)cc32)c1 (stereo not given),-30,-5
Cc1ccc(C(=O)N2C(=O)C(c3ccccc3)Oc3ccccc32)cc1 (stereo not given),-4,2
COCCn1nnnc1C(c1cc2cc(C)ccc2[nH]c1=O)N1CCc2ccccc21 (stereo not given),9,8
Cc1ccc2oc3c(c(=O)c2c1)C(c1cccc(O)c1)N(c1ccccn1)C3=O (stereo not given),7,-2
CC(C)CCN(C(=O)c1cc(=O)[nH]c2ccccc12)c1c(N)n(Cc2ccccc2)c(=O)[nH]c1=O,-2,-5
Nc1nc2ccccc2nc1N,-20,12
COc1ccc(NC(=O)c2cnn3c(C(F)(F)F)cc(-c4ccco4)nc23)cc1OC,6,13
Cc1cc(C)c(S(=O)(=O)Nc2nnc(C3CCCCC3)s2)c(C)c1,10,-1
CCN1CCN(C(=O)CCNC(=O)Cn2ccc3ccccc3c2=O)CC1,-11,-4
O=C(Cn1cc(C(F)(F)F)ccc1=O)OCC(=O)c1ccc[nH]1,9,3
O=C(c1ccc(S(=O)(=O)NCc2ccco2)cc1)N1CCN(Cc2ccccc2F)CC1,-10,-2
COc1cc(NS(=O)(=O)c2ccc(NC(=O)c3cccnc3)cc2)ncn1,10,1
c1ccc(Nc2nc(-c3cccnc3)cs2)nc1,-8,0
CSc1ncnc2c1ncn2CCCNCC1CCCCC1,3,1

# Compound profiles, as listed above. Values in the order: H9c2 TAG inh, H9c2 TAG inh DAPI viability
# c1ccc(Nc2nc(-c3cccnc3)cs2)nc1 reads -8, 0
# Cc1cc(C)c(S(=O)(=O)Nc2nnc(C3CCCCC3)s2)c(C)c1 reads 10, -1
# Nc1nc2ccccc2nc1N reads -20, 12
# COc1cc(NS(=O)(=O)c2ccc(NC(=O)c3cccnc3)cc2)ncn1 reads 10, 1
# COCCn1nnnc1C(c1cc2cc(C)ccc2[nH]c1=O)N1CCc2ccccc21 (stereo not given) reads 9, 8

# (continued)
SMILES,H9c2 TAG inh,H9c2 TAG inh DAPI viability
Cn1c(=O)c2cc(NC(=O)NCc3ccc(F)cc3)ccc2n1Cc1cccc(C(F)(F)F)c1,-53,17
Cc1cccc(-n2c(O)c(C=Nc3ccccc3O)c3ccccc3c2=O)n1,-4,2
Cc1cc(=O)oc2cc(OC(=O)c3cncc(Br)c3)ccc12,-2,21
CO[C@@]12[C@@H]3N[C@@H]3CN1C1=C(C(=O)C(N)=C(C)C1=O)[C@@H]2COC(N)=O,54,-52
COc1ccccc1N1CCN(C2CCN(S(=O)(=O)c3ccc(NC(C)=O)cc3)CC2)CC1,-9,0
CCOC(=O)C[C@H]1c2ccc(C(F)(F)F)cc2S(=O)(=O)N1C(C)(C)C,-7,-4
CCC1CCCCN1C(=O)CSc1nc(C)cc(C)n1 (stereo not given),-19,7
O=C(CCC(=O)c1ccc(F)cc1)NN1C(=O)NC2(CCCCC2)C1=O,9,-3
Cc1csc(NC(=O)c2cc3c(s2)CCCCC3)n1,13,9
O=C(CCN1CCCCCC1)c1ccccc1,3,-6
O=C(NCC(c1ccco1)N1CCOCC1)c1ccc(Cl)cc1 (stereo not given),9,-1
CCCOC(=O)c1ccc(NC(=O)CCOc2ccccc2)cc1,65*,1.8*
O=C(O)CSc1cc(C(=O)c2ccccc2O)cn2c(=O)c3c4c(sc3nc12)CCCC4,6,1
CCc1ccc(NC(=S)N(Cc2cccc(Br)c2)CC2CCC(C(=O)O)CC2)cc1 (stereo not given),-3,7
C/C(=N/NC(=O)CC(=O)N/N=C(\C)c1ccc([N+](=O)[O-])cc1)c1ccc([N+](=O)[O-])cc1,-3,3
COc1cccc(CNC(=O)c2ccccc2N)c1,5,3
Cc1ccc(NC(=O)CCCC(=O)O)c(Br)c1,5,7
COc1ccc(-n2c(N)c(C(=O)Nc3c(C)n(C)n(-c4ccccc4)c3=O)c3nc4ccccc4nc32)cc1,10,-1
CC(=O)c1ccc2noc(-c3ccc(Cl)cc3)c2c1,-5,13
Cc1cc(=O)n(Nc2ccccc2)c(O)c1C#N,-2,12
COc1ccc(CCNC(=O)C(=O)N2CCCCC2)cc1OC,-8,-2
O=[N+]([O-])c1ccc(CSc2ccc(S(=O)(=O)N3CCCCC3)cn2)cc1,-22,-6
Cc1nc(NCc2ccccc2)sc1C(=O)Nc1ccccc1,-6,0
CCCNc1nc(NCC)nc(OC)n1,-4,-1
COCCn1c(=NC(=O)CCS(=O)(=O)c2ccccc2)sc2cc(C(=O)OC)ccc21,5,0
COc1cccc(NC(=O)CSc2nnc(CN3CCOCC3)n2C)c1,10,-12
COc1cc(C(=O)NCCc2c[nH]c3ccccc23)ccc1OCc1c(C)noc1C,16,-15
CC1CCN(S(=O)(=O)c2ccc(N/N=C(/C#N)C(N)=O)cc2)CC1,-5,4
CCN(CC)CC(=O)c1c[nH]c2ccc(C)cc12,7,-3
Cc1ccccc1Nc1nc(N)nc(COC(=O)[C@@H](NC(=O)c2ccccc2Cl)C(C)C)n1,-11,-2
O=C(NCCN1CCOCC1)c1c(O)nc2sccn2c1=O,-3,-1
COc1ccccc1CCC(=O)OCC(=O)Nc1cccc(S(=O)(=O)N2CCCCC2)c1,-20,3
CC(=O)c1c(C)oc(C)c1CSCc1ccc(C(=O)O)o1,-18,1
CCN(CC)C(=O)COc1ccc2oc(-c3ccco3)cc(=O)c2c1,-11,84
O=C(NNC(=O)C1CCCO1)c1ccc(Cl)cc1 (stereo not given),13,-17
